# Assay outcomes: PubChem, several laboratories
# MCL1-BIM inh – MCL1-BIM-BH3 interaction inhibition (human); Q07820; GST-MCL1 / FITC-Bim-BH3 fluorescence polarization; inhibition, % at 10.9 µM; 320,000 tested, 0.68% active;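 active means inhibition above the mean inhibition of all tested compounds plus 3 SD, set per campaign, cut at about 40% in these data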;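 further: 0% = DMSO wells and 100% = unlabeled Bim-BH3 peptide control; higher means more loss of mP so more displacement of Bim peptide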
# PME-1 inh – PME-1 (human) inhibition. Q9Y570. recombinant PME-1, FP-Rh probe fluorescence polarization. inhibition, % at 5.9 µM. 320,000 tested, 0.53% active;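 active means inhibition above the campaign mean of all compounds plus 3 SD, cut at about 26% in these data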;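 further: competitive labeling of PME-1 active site by serine hydrolase directed probe; 0% = PME-1 with DMSO and 100% = wells lacking PME-1 enzyme; inhibitors block probe labeling so polarization falls and inhibition rises; many of its hits are not listed in these tables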
# PAFAH1B2 inh – PAFAH1B2 (human) inhibition; P68402; recombinant PAFAH1B2, FP-rhodamine activity probe, fluorescence polarization; inhibition, % at 3.39 µM; 340,000 tested, 1.2% active;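 active means inhibition above the mean of all tested compounds plus 3 SD, cut at about 24% in these data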;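 further: 0% = enzyme with DMSO and 100% = wells lacking PAFAH1B2; many of its hits are not listed in these tables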
# Target sequence (P68402 whole entry, looked up): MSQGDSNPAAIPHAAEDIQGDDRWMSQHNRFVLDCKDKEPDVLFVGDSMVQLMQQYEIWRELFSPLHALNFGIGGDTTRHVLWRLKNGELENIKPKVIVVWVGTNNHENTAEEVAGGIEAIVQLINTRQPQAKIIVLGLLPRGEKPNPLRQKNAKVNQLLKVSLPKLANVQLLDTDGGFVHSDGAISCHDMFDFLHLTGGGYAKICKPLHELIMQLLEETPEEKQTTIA
# Fam108B counter – counter-screen for RBBP9 inhibitors: inhibitors of mouse Fam108B; recombinant Fam108B, FP-Rh probe fluorescence polarization; AID 1947; 300,000 tested, 0.33% active; inhibition, % at 9.51 µM;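 active means inhibition above the screen mean inhibition plus 3 SD, computed separately per campaign, cut at about 18% in these data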;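 further: inhibitors lower polarization as less probe binds the enzyme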
# AHR act – human AHR activation; activation, % at 5 µM; 320,000 tested, 2.5% active; AID 2796; AHR-responsive luciferase reporter cells, luminescence; P35869; in the data active means activation above about 47%;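 further: 0% = vehicle wells and 100% = reference agonist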
# GLD-1 TGE inh – GLD-1-TGE RNA interaction inhibition (C. elegans); Q17339; purified GLD-1 + fluorescein TGE RNA, fluorescence polarization; inhibition, % at 5.96 µM; 320,000 tested, 0.44% active; AID 2280;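 active means percent inhibition above a per-plate cutoff, the plate mean of test compounds plus 3 SD, cut at about 30% in these data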;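 further: 0% = DMSO wells with GLD-1 and probe and 100% = wells lacking GLD-1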
# Target sequence (Q17339 whole entry, looked up): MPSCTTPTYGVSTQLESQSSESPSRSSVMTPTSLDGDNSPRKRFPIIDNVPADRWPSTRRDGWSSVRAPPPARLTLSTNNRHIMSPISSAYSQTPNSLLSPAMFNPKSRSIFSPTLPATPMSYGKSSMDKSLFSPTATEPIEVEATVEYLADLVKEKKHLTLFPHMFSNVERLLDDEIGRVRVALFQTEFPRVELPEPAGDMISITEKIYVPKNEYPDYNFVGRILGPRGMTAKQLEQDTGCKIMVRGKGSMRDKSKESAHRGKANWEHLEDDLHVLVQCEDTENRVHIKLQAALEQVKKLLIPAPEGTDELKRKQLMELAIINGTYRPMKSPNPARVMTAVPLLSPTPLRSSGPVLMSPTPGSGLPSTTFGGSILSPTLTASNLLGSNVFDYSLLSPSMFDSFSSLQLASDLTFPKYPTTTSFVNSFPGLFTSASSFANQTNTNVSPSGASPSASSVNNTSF
# pPAFAH inh – pPAFAH (human) enzyme inhibition. inhibition, % at 3.39 µM. 330,000 tested, 1.5% active. recombinant pPAFAH, FP-rhodamine probe fluorescence polarization. AID 463082. Q13093;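 active means inhibition above the mean inhibition across the screen plus 3 SD, cut at about 25% in these data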;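 further: inhibitors block binding of the rhodamine activity-based probe so polarization drops; 0% = enzyme with DMSO and 100% = wells lacking pPAFAH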
# Bcl-xL primary – Bcl-xL (human) inhibition; AID 2129; inhibition, % at 10.9 µM; GST-Bcl-xL / FITC-Bim BH3 peptide fluorescence polarization; Q07817; 320,000 tested, 0.7% active;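 active means inhibition above the mean of all tested compounds plus 3 SD, cutoff set per campaign, cut at about 30% in these data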;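 further: 0% = DMSO wells and 100% = unlabeled Bim-BH3 peptide competitor; inhibitors lower millipolarization by displacing the labeled peptide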
# Target sequence (Q07817 whole entry, looked up): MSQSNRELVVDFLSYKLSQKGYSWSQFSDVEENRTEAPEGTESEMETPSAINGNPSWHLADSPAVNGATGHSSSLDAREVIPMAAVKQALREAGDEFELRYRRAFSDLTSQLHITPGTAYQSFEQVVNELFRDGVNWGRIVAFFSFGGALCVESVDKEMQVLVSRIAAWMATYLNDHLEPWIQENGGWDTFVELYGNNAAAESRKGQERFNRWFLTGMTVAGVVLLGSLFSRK
# MEX-5 binding – C. elegans MEX-5 TCR-2 RNA binding activity. Q9XUB2. MEX-5/FITC-TCR2 RNA binding, fluorescence polarization; stronger effect = lower value. 300,000 tested, 0.38% active. activity score (negative = inhibition of binding), % at 10 µM;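 active means inhibition past about -25% in most replicates, and total fluorescence under double the plate's negative control median, limit read from the data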;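 further: 0% = DMSO and -100% = 5 µM competing unlabeled TCR2 RNA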
# Numbers without * were called inactive; . = not tested or not shown.
nr	SMILES	MCL1-BIM inh	PME-1 inh	PAFAH1B2 inh	Fam108B counter	AHR act
1	CC(=O)c1c(N2CCN(c3ccccc3)CC2)nc(=S)n(-c2ccccc2)c1C	11	-3	-1	-4	9
2	Cc1cc2ncn(CC3CC3(Cl)Cl)c2cc1C (configuration not stated)	3	-2	5	2	-1
3	CSc1nc(=O)n2cc(C)ccc2n1	-11	-1	2	-3	-1
4	COC(=O)C1=C(C)N(c2cccc(C(C)=O)c2)C(=O)C1	5	8	-2	-1	1
5	O=[N+]([O-])c1ccc(-c2nn(-c3ccccc3)cc2/C=N/n2c(-c3cccs3)n[nH]c2=S)cc1	-24	4	1	0	0
6	C=CCSc1cc(C)nc2c(-c3ccccc3)c(C)nn12	8	2	2	3	4
7	C/C(=N\NC(=O)c1cccc(S(=O)(=O)Nc2cccc(Cl)c2)c1)c1cccs1	5	-2	3	0	16
8	COc1ccc(-c2cc(C(=O)NNC(=O)c3csc(N4CCOCC4)n3)c3ccccc3n2)cc1OC	-4	-4	2	-5	18
9	O=C(CCCC(=O)N(CC(=O)NC1CCCC1)Cc1ccc(F)cc1)Nc1ccccn1	0	3	-3	1	0
10	CC(C)(C)C1CCC2(CC1)NC(=S)N(c1ccccc1)N2 (configuration not stated)	8	9	2	4	12

nr	GLD-1 TGE inh	pPAFAH inh	Bcl-xL primary	MEX-5 binding
1	-56	11	17	-4.0
2	3	0	8	2.7
3	-1	-2	0	-1.4
4	10	0	10	1.9
5	-1	3	-11	2.9
6	3	2	2	0.8
7	6	17	-1	-1.1
8	-3	2	6	0.5
9	9	6	0	-3.0
10	-5	2	8	1.5

# (more compounds)
nr	SMILES	MCL1-BIM inh	PME-1 inh	PAFAH1B2 inh	Fam108B counter	AHR act
11	O=C(Nc1ccc(Br)cn1)C1CCCN1S(=O)(=O)c1ccccc1 (configuration not stated)	4	-4	1	5	0
12	CC(Sc1nn(-c2ccc(Cl)cc2)c(=S)s1)C(=O)NCC1CCCO1 (configuration not stated)	6	1	1	-2	0
13	CC(=O)Nc1ccc(OCCOc2ccccc2C(C)=O)cc1	-3	6	3	1	9
14	Cc1ccc(NC(=S)c2ccc3ccccc3n2)c(C)c1	5	0	0	1	26
15	COc1ccc(C(=O)N2CCN(C(=O)Cc3ccccc3)CC2)cc1	5	1	1	2	-2
16	Cc1cc[n+](-c2nc3ccccc3nc2[N-]S(=O)(=O)c2cccs2)cc1C	0	-8	2	3	4
17	C=CCOc1ccccc1CN1CCC(n2nccc2NC(=O)C2CCOC2)CC1 (configuration not stated)	0	2	0	1	-2
18	CCOC(=O)C1CCCN(C(=O)c2ccc(OC(C)=O)cc2)C1 (configuration not stated)	7	-5	8	1	2
19	Cc1ccc(OCCn2c(=S)[nH]c3ccccc32)c(C(C)C)c1	-8	3	-4	-3	14
20	CC1=C(C(=O)OC(C)C)C(c2cccc(F)c2)N2C(=O)C(C)SC2=N1 (configuration not stated)	7	1	4	-7	0

nr	GLD-1 TGE inh	pPAFAH inh	Bcl-xL primary	MEX-5 binding
11	5	-1	11	1.7
12	-6	9	-1	-1.7
13	9	-3	3	-1.6
14	3	2	4	-38*
15	-6	4	4	0.6
16	2	3	4	-2.4
17	4	3	1	-1.1
18	-1	5	6	-2.0
19	-7	2	-13	0.6
20	1	-1	0	2.8

# Some of the entries so far, as tab-separated lines:
No.	Molecule	MCL1-BIM inh	PME-1 inh	PAFAH1B2 inh	Fam108B counter	AHR act	GLD-1 TGE inh	pPAFAH inh	Bcl-xL primary	MEX-5 binding
12	CC(Sc1nn(-c2ccc(Cl)cc2)c(=S)s1)C(=O)NCC1CCCO1 (configuration not stated)	6	1	1	-2	0	-6	9	-1	-1.7
13	CC(=O)Nc1ccc(OCCOc2ccccc2C(C)=O)cc1	-3	6	3	1	9	9	-3	3	-1.6
14	Cc1ccc(NC(=S)c2ccc3ccccc3n2)c(C)c1	5	0	0	1	26	3	2	4	-38*
15	COc1ccc(C(=O)N2CCN(C(=O)Cc3ccccc3)CC2)cc1	5	1	1	2	-2	-6	4	4	0.6
16	Cc1cc[n+](-c2nc3ccccc3nc2[N-]S(=O)(=O)c2cccs2)cc1C	0	-8	2	3	4	2	3	4	-2.4
17	C=CCOc1ccccc1CN1CCC(n2nccc2NC(=O)C2CCOC2)CC1 (configuration not stated)	0	2	0	1	-2	4	3	1	-1.1
18	CCOC(=O)C1CCCN(C(=O)c2ccc(OC(C)=O)cc2)C1 (configuration not stated)	7	-5	8	1	2	-1	5	6	-2.0
19	Cc1ccc(OCCn2c(=S)[nH]c3ccccc32)c(C(C)C)c1	-8	3	-4	-3	14	-7	2	-13	0.6
20	CC1=C(C(=O)OC(C)C)C(c2cccc(F)c2)N2C(=O)C(C)SC2=N1 (configuration not stated)	7	1	4	-7	0	1	-1	0	2.8

# Later entries
nr	SMILES	MCL1-BIM inh	PME-1 inh	PAFAH1B2 inh	Fam108B counter	AHR act
21	O=C(N/N=C/c1ccco1)c1cc(-c2ccc3ccccc3c2)n[nH]1	7	-27	-10	-13	3
22	CC(=O)c1ccc(N2CCN(C(=O)CCS(=O)(=O)c3ccc4c(c3)CCN4C(C)=O)CC2)cc1	8	4	0	0	-1
23	O=C(COC(=O)c1ccc([N+](=O)[O-])o1)NC12CC3CC(CC(C3)C1)C2	.	.	13	.	1
24	CC(=O)c1cn(Cc2ccccc2)c(=O)n(Cc2ccc(F)cc2)c1=O	2	-5	4	4	0
25	Cn1c(=O)[nH]c(=O)c2c1nc(N/N=C/c1cccnc1)n2Cc1ccc(Cl)cc1	-4	-3	.	5	1
26	CN1CCN(S(=O)(=O)c2ccc(NC(=S)NC(=O)C3CCC3)cc2)CC1	12	-5	7	-3	4
27	COc1ccccc1OCCC(=O)OCC(=O)Nc1ccc(S(=O)(=O)N2CCOCC2)cc1	0	7	5	2	1
28	COc1ccc(-n2cnnc2SCc2cnc(-c3ccccc3)s2)cc1	-4	0	9	-1	5
29	CCCN1CCN(C(=O)c2noc3c2COc2ccc(C)cc2-3)CC1	3	-2	4	7	-2
30	COc1ccc(Cl)cc1C(=O)Nc1ccc(NC(=O)C(C)C)cc1	4	4	1	-3	20

nr	GLD-1 TGE inh	pPAFAH inh	Bcl-xL primary	MEX-5 binding
21	2	2	2	-2.1
22	0	5	11	-2.2
23	4	4	.	.
24	6	-2	2	1.9
25	0	7	0	0.4
26	-5	-5	2	1.7
27	4	11	-1	1.5
28	7	7	-3	1.1
29	6	-1	-1	2.0
30	4	5	6	2.9

# Later entries:
nr	SMILES	MCL1-BIM inh	PME-1 inh	PAFAH1B2 inh	Fam108B counter	AHR act
31	CN(C)S(=O)(=O)c1cccc(COC(=O)c2cccnc2Cl)c1	2	7	2	2	-2
32	NC(=O)c1ccc(NC(=O)COC(=O)CCC(=O)c2ccc(Cl)cc2)cc1	4	1	3	0	-1
33	Cc1ccc(S(=O)(=O)N(C)C)cc1NC(=O)c1cc(=O)[nH]c2ccccc12	-7	1	-1	1	0
34	CCOc1cccc(C=NCCc2ccc(OC)c(OC)c2)c1O	3	-5	7	-1	1
35	Nc1nc(N)nc(-c2cccc(Cl)c2)n1	3	-4	6	.	18
36	CC(=O)Oc1ccc(C(=O)Cc2ccc3ccccc3n2)c(O)c1C	-32	-2	0	3	2
37	Cc1ccc(/C=N/NC(=O)Cc2cccn2C)s1	3	-2	2	-2	8
38	COC(=O)C1=CN(C)C=C(C(=O)OC)C1c1ccc(O)c(OC)c1	4	2	-3	2	-2
39	O=C(NNC(=S)Nc1ccc(Br)cc1Cl)c1ccncc1	3	-1	2	2	22
40	CCOc1ccc(OCCC(=O)NNC(=O)c2ccncc2)cc1	4	1	6	.	2

nr	GLD-1 TGE inh	pPAFAH inh	Bcl-xL primary	MEX-5 binding
31	8	6	4	-0.1
32	6	4	3	0.2
33	4	6	-7	1.1
34	-9	2	0	-0.8
35	-8	0	-2	.
36	-21	2	-8	-5.2
37	0	12	7	0.7
38	6	-1	3	-0.3
39	4	16	5	-0.8
40	6	0	0	.

# Following part.
nr	SMILES	MCL1-BIM inh	PME-1 inh	PAFAH1B2 inh	Fam108B counter	AHR act
41	O=C(O)c1ccc(NS(=O)(=O)c2ccc(C(=O)Nc3ccccc3)cc2)cc1	5	2	-3	3	-1
42	COc1ccc2c(c1)OC[C@H]1[C@H]2N2C(=O)c3cc(OC)ccc3NC(=O)[C@@]2(C)[C@H]1c1ccccc1	-1	-19	-6	-10	1
43	O=C(COc1ccc2c(c1)oc(=O)c1ccccc12)NC(Cc1ccc(Cl)cc1)C(=O)O (configuration not stated)	0	-10	6	-16	1
44	CC1=CC(=C(C#N)C#N)C=C(C)N1Cc1ccc(Cl)cc1	2	-4	5	-1	1
45	COc1ccc(NC(=O)COC(=O)c2cc(C)oc2C)c([N+](=O)[O-])c1	-1	-6	4	.	-2
46	C/C(=N\Nc1ccccn1)c1ccc(N2CCOCC2)cc1	4	3	2	0	0
47	CCOc1c(Cl)cc(Cl)cc1CNCCNCCO	-1	-1	-4	0	0
48	O=C(Nc1ccccc1C(=O)NCC1CCCO1)c1ccco1 (configuration not stated)	7	-6	4	0	3
49	Nc1nc(Cl)nc(N(c2ccccc2)c2ccccc2)n1	1	6	9	-1	2
50	Cc1ccc(NS(=O)(=O)c2cccc3nsnc23)cc1C	-12	6	-1	0	0

nr	GLD-1 TGE inh	pPAFAH inh	Bcl-xL primary	MEX-5 binding
41	2	-3	2	1.6
42	5	3	-2	.
43	12	-6	2	-0.1
44	0	1	9	0.3
45	-1	0	-1	.
46	6	2	2	-4.0
47	3	4	-2	-1.1
48	3	2	5	3.1
49	6	2	5	0.3
50	-6	8	3	-3.5

# The listing continues:
nr	SMILES	MCL1-BIM inh	PME-1 inh	PAFAH1B2 inh	Fam108B counter	AHR act
51	CCOC(=O)N1CCN(C(=O)c2ccc(NC(=O)CC)cc2)CC1	1	-5	-2	3	-2
52	Cc1ccc(CN2C(=O)c3ccccc3Sc3ccc(C(=O)NCCN4CCOCC4)cc32)cc1	3	2	0	4	3
53	CC(C(=O)N1CCOCC1)N1C(=O)C2C3C=CC(C4CC34)C2C1=O (configuration not stated)	3	1	1	7	0
54	CN(CC(=O)Nc1ccccc1Cl)C(=O)COC(=O)c1cccs1	.	.	2	.	0
55	CCN(CC)S(=O)(=O)c1cc(C(=O)Nc2nncs2)c(Cl)cc1Cl	-2	4	6	-3	1
56	COCCCNC(=O)CCCCCNS(=O)(=O)c1ccc(Br)cc1	0	-3	12	-3	0
57	O=C(Nc1nc(-c2ccccc2Cl)cs1)c1cccnc1	-23	-35	-7	-25	-10
58	O=C1NCCCC1C(=O)Nc1cccc(C(F)(F)F)c1 (configuration not stated)	-2	-6	-2	8	5
59	Cn1cc(S(=O)(=O)N2CCc3ccccc3C2)c(=O)n(C)c1=O	5	-3	6	0	2

nr	GLD-1 TGE inh	pPAFAH inh	Bcl-xL primary	MEX-5 binding
51	0	0	7	0.8
52	0	-4	6	2.9
53	0	-4	1	1.5
54	1	-2	.	.
55	7	3	-1	-1.4
56	10	5	5	-3.5
57	5	-8	-1	0.6
58	4	-1	5	1.9
59	-4	0	-3	3.8

# An excerpt (hit frequency here may not be typical).
